MmCpn inh = M. maripaludis TRiC chaperonin inhibition; hit rate 0.031% among 330,000; purified Mm-Cpn ATPase, ADP Transcreener TR-FRET; AID 504842; Potency, µM (series often up to 76.9 µM), without a hit: top-dose activity, negative = inhibition, actives largely listed as inhibitors; active = well fitted inhibition curve with a large enough effect; inconclusive = small, poorly fitted or top-dose-only effect; also: nearly all actives have a fitted effect of over 80% in size
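ATPase turnover read by TR-FRET ADP competition (Eu cryptate antibody/ADP-d2, 665/590 nm): 10uM ATP final, 25nM Mm-CPN final, 30 min 37degC after 10-min compound preincubation, pH 7.4 Tris/KCl/MgCl2/DTT buffer.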
* hit, by the source's call; ? = inconclusive; & = joins results of further samples; [ ] = dose if it differs, or a comment. % is scaled to controls: 0 for no effect and ±100 for the full control effect; potency is read from the fitted curve at half-maximal effect. Not all compounds are listed. The share of hits here may be higher or lower than overall.

SMILES	MmCpn inh
Cc1ccc(C(=O)NC2CCCc3c2cnn3-c2ccc(F)cc2F)cn1 (stereo unspecified)	2%
O=C(CCC(=O)N(CC(=O)NC1CCCCC1)c1ccc2c(c1)OCCO2)Nc1ccccn1	-4%
Cc1cc(NC(=O)CSc2ncnc3sc4c(c23)CCC(C)C4)no1 (stereo unspecified)	-6%
Cc1ccc(S(=O)(=O)N2CCOCC2)cc1C(=O)OCC(=O)N1c2ccccc2NC(=O)C1(C)C	1%
O=C(C(=O)N1CCc2ccccc2C1)N1CCc2ccccc2C1	4%
COc1cc(/C=C(\C#N)C(=O)Nc2cccc3ncccc23)ccc1O	-2%
Nc1ccc(Nc2cc(O)c3ncccc3c2)cc1	-3%
O=C(COC(=O)/C=C/c1ccc(Br)o1)Nc1ccccc1F	-4%
CC12CC(NC(=O)N1c1ccc(C(=O)N3CCN(c4ccccn4)CC3)cc1)c1ccccc1O2 (stereo unspecified)	1%
COc1cc(OC)c(-c2nnc3n(CCc4ccccc4)c(=O)c4ccccc4n23)cc1OC	-15%
COc1ccc(CN2C(=O)C(Cc3ccccc3)Nc3ncnc(N4CCc5ccccc5C4)c32)cc1 (stereo unspecified)	-12%
C#CCOCCOCCOCCNc1nc(N2CCN(C(=O)[C@H]([C@@H](C)CC)n3cc([C@@H](N)CO)nn3)CC2)nc(N2CCN(C(=O)[C@H](Cc3cc4ccccc4[nH]3)n3cc([C@@H](N)Cc4ccc(O)cc4)nn3)CC2)n1	-3%
CCN1C(=S)SC(=O)C1=C1C=C(C)N(CCOC)C(C)=C1	-5%
c1ccc(-c2nc(Sc3ncnc4c3cnn4-c3ccccc3)n[nH]2)cc1	-2%
CC(C)OC(=O)c1c2nc3ccccc3nc2n2c1[nH]c(=O)c1ccccc12	1%
COc1cc(NC(=O)c2cccnc2)ccc1-c1cc2ccccc2oc1=O	-1%
Cc1ccc(Cl)c(NC(=O)CN2CCN(C=O)CC2)c1	1%
CSc1nc(NCCCN(C)C)c2c3c(sc2n1)CN(C)CC3	-2%
Cc1ccc2[nH]c(=O)c(CN(Cc3ccco3)C(=O)c3cccs3)cc2c1	-2%
Cc1cc(C)n2nc(SCc3nnc(-c4ccc(F)cc4)o3)nc2n1	0%

Ordered by value in MmCpn inh (high to low): some entries from above.
structure,MmCpn inh
O=C(C(=O)N1CCc2ccccc2C1)N1CCc2ccccc2C1,4%
Cc1ccc(C(=O)NC2CCCc3c2cnn3-c2ccc(F)cc2F)cn1 (stereo unspecified),2%
Cc1ccc(S(=O)(=O)N2CCOCC2)cc1C(=O)OCC(=O)N1c2ccccc2NC(=O)C1(C)C,1%
COc1ccc(CN2C(=O)C(Cc3ccccc3)Nc3ncnc(N4CCc5ccccc5C4)c32)cc1 (stereo unspecified),-12%
COc1cc(OC)c(-c2nnc3n(CCc4ccccc4)c(=O)c4ccccc4n23)cc1OC,-15%

(listing goes on)
SMILES	MmCpn inh
O=C(O)C1C2CCC(O2)C1C(=O)Nc1cccc(F)c1 (stereo unspecified)	1%
CN(C)CC(O)COc1ccc(-c2ccc(C#N)cc2)cc1 (stereo unspecified)	-1%
CCN1C(=NCc2cc(OC)c(OC)c(OC)c2)N[C@@H](c2ccccc2)[C@H](C(=O)OC)[C@H]1C	2%&1%
Cc1cc(C)nc(N(C#N)S(=O)(=O)c2ccc(Br)cc2)n1	-1%
Cn1c(=O)c2c(nc(SCc3cc4c(cc3Cl)OCO4)n2C)n(C)c1=O	-2%
CSc1ccc(S(=O)(=O)Nc2cccc(F)c2)cc1	-4%
COc1ccc(CCNC(=O)CSc2nnc(-c3ccco3)c(-c3ccco3)n2)cc1OC	-2%
CCOCCn1c(CN2CCC(C)CC2)nc2c1c(=O)n(C)c(=O)n2C	1%
COc1ccc(-c2nc(CC(=O)O)cs2)cc1OC	-10%
CC(C)CCn1c(N2CCN(Cc3ccccc3)CC2)nc2c1c(=O)[nH]c(=O)n2C	-1%
CCS(=O)(=O)NCc1ccc2[nH]c3c(c2c1)CCCC3	0%
O=C(O)c1ccccc1-n1ncc2c1/C(=C/c1ccc(Cl)cc1)CC2	0%
CC[C@H](C)[C@@H](C(=O)NCCCCCCCCCCC(=O)N1CCN(C(=O)OC(C)(C)C)CC1)n1cc(CCCCN=C(NC(=O)OC(C)(C)C)NC(=O)OC(C)(C)C)nn1	1%
Brc1ccc(-c2ccc(C3Nc4cccc5cccc(c45)N3)o2)cc1	-11%
O=C1CCCC(=O)N1c1ccc(N2CCN(c3ccc([N+](=O)[O-])cc3)CC2)c([N+](=O)[O-])c1	-3%
CCOC(=O)c1sc2nc(N3CCOCC3)c3c(c2c1N)CCN(C)C3	2%
COc1ccc(N2CCN(c3nc(Nc4ccc(F)cc4)nc(OC)n3)CC2)cc1	0%
Cc1cnc(SCCc2ccncc2)nc1C	-3%
CCOC(=O)c1sc(NC(=O)c2cc3c(C)nn(-c4ccccc4)c3s2)nc1C	2%
CCOC(=O)c1[nH]c2ccc(OC)cc2c1NC(=O)CN1CCN(c2ccccn2)CC1	1%

Random excerpt: 2 records from the list
SMILES	MmCpn inh
O=C(O)C1C2CCC(O2)C1C(=O)Nc1cccc(F)c1 (stereo unspecified)	1%
COc1ccc(N2CCN(c3nc(Nc4ccc(F)cc4)nc(OC)n3)CC2)cc1	0%

New compounds follow.
SMILES	MmCpn inh
CC(C)Sc1nc(-c2cccs2)nc2c1c(=O)n(C)c(=O)n2C	2%
Cc1c(Cl)cccc1NC(=O)C1CCCCC1	0%
c1ccc2nc3c(nc2c1)sc1nc2ccccc2n13	1%
O=P(O)(CN1CCCCCC1)CN1CCCCCC1	-1%
COc1ccc(Nc2cc(C(=O)NCc3ccco3)c3ccccc3n2)cc1	-5%
Cc1cccc(-n2ncc3c(N4CCc5ccccc54)ncnc32)c1	0%
O=c1c2ccccc2nc2c3ccccc3c(Cl)nn12	-3%
CC(=O)Nc1ccc(S(=O)(=O)NCC2CCC(C(=O)NC(C)c3ccc4c(c3)OCCO4)CC2)cc1 (stereo unspecified)	2%
Cc1sc2ncnc(Sc3nc4ccccc4s3)c2c1C	-5%
CC(C)CC1NC(=O)c2cc(Cl)ccc2-n2c1nc1cc(F)ccc1c2=O (stereo unspecified)	0%
CCN1CCN(Cc2nc3c(c(=O)n(C)c(=O)n3C)n2CCCc2ccccc2)CC1	3%
CCCOc1ccc(N2C(=O)CC(N3CCC(c4nc5ccccc5o4)CC3)C2=O)cc1 (stereo unspecified)	1%
COc1ccccc1N=C1SC(C)CN1C(=O)C1CCC1 (stereo unspecified)	1%
CCCCc1ccc(/C=C2\C(=O)c3ccccc3C(O)=C2C(=O)OCC)cc1	0%
CCc1ccc2c(c1)C1(NN=C(c3cccc4ccccc34)S1)C(=O)N2 (stereo unspecified)	2%
Cc1ccc2c(c1)-n1c(nc3ccc(Cl)cc3c1=O)C(CC(C)C)NC2=O (stereo unspecified)	-1%
Cc1ccc(-c2nsc3c(N4CCN(C(=O)c5ccco5)CC4)ncnc23)cc1	-5%
O=S(=O)(/N=C/c1c(O)ccc2ccccc12)c1cccs1	2%
Cc1nc(NC(=O)c2ccccc2)sc1-c1csc(Nc2ccc(Cl)cc2)n1	-10%
O=C1CC(c2ccc(Cl)c(Cl)c2)CC(O)=C1C=NCCN1CCNCC1 (stereo unspecified)	2%

Reformatted with values ahead of the structure: four of the compounds above.
MmCpn inh,smiles
2%&1%,CCN1C(=NCc2cc(OC)c(OC)c(OC)c2)N[C@@H](c2ccccc2)[C@H](C(=O)OC)[C@H]1C
-1%,Cc1cc(C)nc(N(C#N)S(=O)(=O)c2ccc(Br)cc2)n1
-2%,Cn1c(=O)c2c(nc(SCc3cc4c(cc3Cl)OCO4)n2C)n(C)c1=O
-4%,CSc1ccc(S(=O)(=O)Nc2cccc(F)c2)cc1

Next results.
SMILES	MmCpn inh
C#CCOCCOCCOCCNc1nc(N2CCN(C(=O)[C@H]([C@@H](C)CC)n3cc([C@@H](N)CC(C)C)nn3)CC2)nc(N2CCN(C(=O)[C@H](Cc3cc4ccccc4[nH]3)n3cc([C@@H](N)CC(C)C)nn3)CC2)n1	?
CC(C)C(=O)c1cc2c(cc1NC(=O)Nc1cccc3ccccc13)OCCO2	-4%
COc1ccc(NCc2ccc(OC)c(OC)c2)cc1	0%
Cc1nnc(NC(=O)c2csc3c2CCCC3)s1	-4%
O=C(O)c1ccc2c(c1)C(=O)N([C@H](Cc1ccc3ccccc3c1)C(=O)O)C2=O	-23%
COc1ccc(-c2nn(-c3ccccc3)cc2/C=N/NC(=O)c2ccc3c(c2)OCO3)cc1	1%
CCc1nnc(NC(=O)c2c(O)c3cccc4c3n(c2=O)CC4)s1	0%
COc1ccc(CNS(=O)(=O)c2ccccc2Br)cc1	-19%
N/C(=N\c1nc(CSc2nnnn2-c2ccccc2)cc(=O)[nH]1)Nc1ccccc1	1%
Cc1ccc(C2=NCN(c3ccc(C(=O)O)cc3)C(=S)N2)cc1	0%
C[C@@H]1O[C@@H](OC2C(O)C(OCCc3ccc(O)c(O)c3)OC(CO)C2OC(=O)/C=C/c2ccc(O)c(O)c2)[C@H](O)[C@H](O)[C@H]1O (stereo partly specified)	-6%
CCOCCn1c(=NC(=O)c2cc(Cl)sc2Cl)sc2cc(S(N)(=O)=O)ccc21	1%
CCCC[C@]12Cc3c(ccc4ccccc34)C(O1)C1=C(O2)C(=O)c2ccccc2C1=O	-4%[15.4 µM]
Cc1ccc2nc3n(c(=O)c2c1)-c1ccccc1C(=O)NC3Cc1ccc(O)cc1 (stereo unspecified)	1%
CC(C)CCN(C(=O)COc1ccc(C#N)cc1)c1c(N)n(Cc2ccccc2)c(=O)[nH]c1=O	1%
O=C(NC(=O)c1ccc(Cl)cc1)Nc1ccc(-c2cnco2)cc1	-28%
O=C(Nc1cccc(F)c1)c1c(O)c2cccc3c2n(c1=O)CCC3	-1%
Cc1[nH]c(=S)sc1Cc1ccc(Cl)c(Cl)c1	-13%
CCN1CCN(Cc2c(C(=O)N/N=C(\C)c3ccc(Cl)c(Cl)c3)nnn2-c2nonc2N)CC1	-1%
Cc1ccc(-c2csc(=S)n2CC(=O)OCC(=O)NCc2ccc(F)cc2)cc1	-7%
CCCCCCN(C(=O)CCCCCN1C(=O)NC(c2ccc(Cl)cc2)C(C(=O)OCc2ccccc2)=C1C)C(C(=O)NCCCC)c1ccc(OCC(=O)OC)c(C(=O)OC)c1 (stereo unspecified)	0%
CC1CCN(CCC(=O)Nc2ccc3c(c2)OCCO3)CC1	-3%
COC(=O)C1=C(C)N(Cc2ccccc2)C(=NCC2CC2)N[C@H]1c1ccc(Br)cc1	-1%
CCOC(=O)C(C)(C)N(Cc1ccc(Cl)cc1)S(=O)(=O)c1ccc(Cl)c([N+](=O)[O-])c1	0%
CN1/C(=C\C=Nc2ccc3ccccc3c2)C(C)(C)c2ccccc21	1%
CC1CCCN(S(=O)(=O)c2ccc(C(=O)Nc3nnc(C4=COCCO4)o3)cc2)C1 (stereo unspecified)	-3%
O=C(NC(=S)Nc1ccccc1N1CCCC1)c1ccccc1Br	1%
Cc1ccc(C2(c3noc(CN(C)CCCN4CCOCC4)n3)CCCC2)cc1	1%
COc1cccc(C(N)CC(=O)O)c1 (stereo unspecified)	-2%
CCC(CCC(=O)Nc1nncs1)C(=O)O (stereo unspecified)	1%
CCCCCCC(=O)Cc1cc(OC)c(OC)cc1C=C(C(=O)OCC)C(=O)OCC	-4%
Cc1ccnc(NC(=O)CCC(=O)N(CC(=O)NC2CCCCC2)Cc2ccc3c(c2)OCO3)c1	-10%
COc1ccc(N2CCn3c2nc2c3c(=O)n(CCc3ccccc3)c(=O)n2C)c(OC)c1	0%
CCN(CC)S(=O)(=O)c1ccc(OC)c(NC(=S)Nc2cccc(C)c2)c1	-2%
COc1ccccc1NC(=O)C1C2C=CC(O2)C1C(=O)O (stereo unspecified)	2%
C/C=C/C(O)c1ccc2ccccc2c1 (stereo unspecified)	-1%
COc1ccc(CCNC(=O)CSc2ccc(-c3ccccc3)nn2)cc1	1%
O=C(/C=C/c1ccccc1)NC1CC2CCCC(C1)N2Cc1ccccc1 (stereo unspecified)	0%
CC(C)(C)c1ccc(OC(=O)c2ccc(-n3cncn3)nc2)cc1	4%
C#CCOCCOCCOCCNc1nc(N2CCN(C(=O)[C@H](C)n3cc(CCCN=C(N)N)nn3)CC2)nc(N2CCN(C(=O)[C@H](CCCCN)n3cc(CCCC)nn3)CC2)n1	-17%
Cc1nn(C2CCCO2)c(=O)nc1N (stereo unspecified)	-4%
CC(=O)c1ccc(NC(=S)N2C(C)CCCC2C)cc1 (stereo unspecified)	2%
COC(=O)c1[nH]c2cc(OC)c(OC)cc2c1NC(=O)CN1CCN(Cc2ccccc2)CC1	-7%
Cc1c(Nc2c3c(c(C#N)c4nc5ccccc5n24)CCC3)c(=O)n(-c2ccccc2)n1C	0%
Cc1ccc2c(c1)-n1c(nc3ccc(C)cc3c1=O)C(Cc1ccccc1)NC2=O (stereo unspecified)	0%
COc1cc(/C=N/Nc2nc(N3CCCCC3)nc(N3CCCCC3)n2)ccc1OC(=O)c1ccco1	0%
O=C(O)c1cccc(N2C(=O)CCC2=O)c1	1%
CCOC(=O)c1sc(NC(=O)CSc2nc3c(c(=O)n2-c2ccccc2)SCC3)c(C(=O)OCC)c1C	-1%
O=C(CSc1ccccn1)Nc1ccc2ccccc2c1	-1%
Cc1ccc(N2CCCn3c2nc2c3c(=O)n(CC(=O)OCc3ccccc3)c(=O)n2C)cc1C	-1%
C(=C\c1ccccn1)/c1cccnc1	-4%
O=C(COC(=O)c1ccccc1NC(=O)C1CC1)c1ccc2c(c1)OCCO2	-19%
Cc1ccccc1CSc1nc2c(c(=O)[nH]1)CCCC2	-1%
Cc1cc(C)n2nc(CCc3nc4nc(C)cc(C)n4n3)nc2n1	-1%
O=C(NNC(=O)C1C2CCC(C2)C1C(=O)O)c1ccc(Br)o1 (stereo unspecified)	1%

From PubChem BioAssay
